High-throughput results from PubChem.
GalR3 antag: GalR3 antagonists in HEK293 cells, primary screen, cell-based, fluorescence readout | Galanin receptor type 3 (Homo sapiens), O60755 | HEK293 GalR3-CNG cAMP membrane potential fluorescence; galR3 body fused to GalR1 C-terminus | inhibition, % at 3 µM | actives 0.44% (n = 360,000) | AID 651719, 2012;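 active = inhibition above the screen-wide average plus 3 SD, cut at about 13% in these data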;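 also: forskolin and galanin both at EC90 stimulate the cells; cAMP rise reported by CNG channel membrane potential dye signal; 0% = forskolin plus galanin with DMSO and 100% = forskolin alone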
Target sequence (O60755 1-299 limits assumed): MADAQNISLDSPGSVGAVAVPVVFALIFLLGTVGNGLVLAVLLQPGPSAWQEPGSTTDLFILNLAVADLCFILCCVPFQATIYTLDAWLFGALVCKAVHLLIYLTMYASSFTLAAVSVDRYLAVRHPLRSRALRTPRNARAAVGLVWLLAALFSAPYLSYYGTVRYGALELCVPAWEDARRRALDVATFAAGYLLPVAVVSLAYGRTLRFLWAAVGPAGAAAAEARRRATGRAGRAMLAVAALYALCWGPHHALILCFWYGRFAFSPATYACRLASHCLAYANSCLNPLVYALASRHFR
MEKK3 PB1 HTS: modulators of MEKK3-MEK5 PB1 binding, primary screen, biochemical, wildtype MEKK3, multiplex bead flow cytometry, Alexa488-MEK5 | Mitogen-activated protein kinase kinase kinase 3 (Homo sapiens), Q99759 | bead-based flow cytometry, Alexa488-MEK5 binding to MEKK3; actives lie on both sides; 0 = blocked by unlabeled MEK5, 100 = vehicle | binding response (% of control), % at 10 µM | actives 1.4% (n = 290,000);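 active = binding response more than 3 SD above or below the average of its plate-row segment, actives on both sides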;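 also: Alexa488 bead fluorescence after subtracting the streptavidin-only scavenger bead signal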
MEKK2mut PB1 HTS: MEK5 binding signal on mutant MEKK2 PB1, primary screen, biochemical, multiplex bead flow cytometry, Alexa488-MEK5; percent response, % at 10 µM; actives 0.35% (n = 290,000); AID 1530, 2009; Alexa488-MEK5 binding to MEKK2 mutant; in the data active = percent response above about 24%, passing the limit was not always enough; also: inactives centre near 1; some results filed as inactive read as strong as hits; reference of the scale not given here
NALP1 inh: NALP1 inflammasome inhibitors in reconstituted yeast, colorimetric, S. cerevisiae, triplicate retest; inhibition, % at 10 µM; AID 2071, 2009; S. cerevisiae NALP1/ASC/caspase-1 growth, X-gal OD620, 72 h; actives 0.61% (n = 280,000); in the data active = inhibition mostly above about 24%, no sharp cut-off; inactive = mostly below about 32%; also: some compounds called inactive have numbers as strong as hits
PHOSPHO1 inh: PubChem AID 1565 | inhibition, % at 13.3 µM | recombinant PHOSPHO1, absorbance phosphatase assay | Phosphoethanolamine/phosphocholine phosphatase (Homo sapiens), Q8TCT1 | actives 1.1% (n = 290,000); in the data active = inhibition above about 60%
MEKK2 WT-MEK5: modulators of MEK5 binding to wildtype MEKK2, primary screen, biochemical, multiplex bead flow cytometry, Alexa488-MEK5; actives 1.1% (n = 290,000); Mitogen-activated protein kinase kinase kinase 2 (Homo sapiens), Q9Y2U5; Alexa488-MEK5 binding to MEKK2 WT; actives lie on both sides; binding response (% of control), % at 10 µM; in the data active = binding response below about 67% or above about 130%
OXTR agonist: human OXTR agonists, primary screen, fluorescence, CHO-OTR cells, Fluo-8 calcium; Oxytocin receptor (Homo sapiens), P30559; Fluo-8 calcium fluorescence; normalized: DMSO 0%, oxytocin 100%; activation, % at 3 µM; actives 0.32% (n = 320,000);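 active = activation above the mean of all tested compounds plus 3 SD, cutoff set per screening run, cut at about 20% in these data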;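 also: peak over basal fluorescence ratio from a 100 s FLIPR kinetic read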
V1aR counter: agonists of human V1a receptor, primary screen, counter-screen for OXTR agonist project, fluorescence, CHO-V1R cells. Vasopressin V1a receptor (Homo sapiens), P37288. actives 0.25% (n = 320,000). Fluo-8 calcium fluorescence, agonist mode; 0% DMSO, 100% 3 nM vasopressin. activation, % at 3 µM;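 active = activation above the mean activation of all tested compounds plus 3 SD, per screening run, cut at about 20% in these data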;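 also: signal is peak over basal fluorescence ratio across a 100 second FLIPR read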
Target sequence (P37288 whole entry, looked up): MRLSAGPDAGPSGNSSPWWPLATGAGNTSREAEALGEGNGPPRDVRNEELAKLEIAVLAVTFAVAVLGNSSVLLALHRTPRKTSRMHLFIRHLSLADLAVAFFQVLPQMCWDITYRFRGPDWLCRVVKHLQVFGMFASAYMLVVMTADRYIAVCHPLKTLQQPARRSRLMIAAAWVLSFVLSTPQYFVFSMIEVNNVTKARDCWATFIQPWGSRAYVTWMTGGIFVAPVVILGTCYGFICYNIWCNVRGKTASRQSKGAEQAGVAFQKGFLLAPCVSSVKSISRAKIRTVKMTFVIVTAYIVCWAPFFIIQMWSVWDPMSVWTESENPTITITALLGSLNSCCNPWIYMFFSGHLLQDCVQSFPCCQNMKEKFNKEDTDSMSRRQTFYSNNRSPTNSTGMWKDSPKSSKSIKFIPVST
GPR7 antagonist: GPR7 receptor antagonists, primary screen, cell-based, fluorescence, single concentration | AID 1861, 2009 | actives 1.1% (n = 290,000) | inhibition, % at 4.4 µM | GPR7-expressing cells, fluorescence antagonist assay | Neuropeptides B/W receptor type 1 (Homo sapiens), P48145; in the data active = inhibition above about 16%, passing the limit was not always enough;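 also: cells stimulated with the agonist NPW; 0% = agonist with vehicle and 100% = vehicle without agonist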
Target sequence (P48145 whole entry, looked up): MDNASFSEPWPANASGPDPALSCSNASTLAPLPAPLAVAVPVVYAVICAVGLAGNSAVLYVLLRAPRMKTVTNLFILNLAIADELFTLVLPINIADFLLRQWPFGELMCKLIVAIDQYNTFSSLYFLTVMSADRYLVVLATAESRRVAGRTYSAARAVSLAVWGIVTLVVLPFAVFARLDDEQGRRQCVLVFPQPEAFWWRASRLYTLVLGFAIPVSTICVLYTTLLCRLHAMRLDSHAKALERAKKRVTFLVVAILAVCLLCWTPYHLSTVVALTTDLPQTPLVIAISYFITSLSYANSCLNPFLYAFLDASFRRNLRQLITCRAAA
Numbers without * were called inactive; . = no result given; & = joins results of further samples; ! = not active in a repeat; [ ] = remark or other dose.

SMILES | GalR3 antag | MEKK3 PB1 HTS | MEKK2mut PB1 HTS | NALP1 inh | PHOSPHO1 inh | MEKK2 WT-MEK5 | OXTR agonist | V1aR counter | GPR7 antagonist
CN(C(=O)CC1C(=O)NCCN1Cc1ccccc1C(F)(F)F)C1CCOCC1 (configuration not stated) | -2 | 102 | -5 | 5 | 26 | 100 | 0.5 | 0.1 | -3
CC(C)(C)NC(=O)CSc1nnc(SCC(=O)NC(C)(C)C)s1 | -5 | 101 | 8 | 8 | -15 | 108 | -0.2 | 0.4 | -1
CCC(C(=O)NCCCN1CC(C)CC(C)C1)n1nc(C)c2sc3ccccc3c2c1=O (configuration not stated) | -7 | 102 | 5 | 0 | 28 | 107 | -0.6 | 0.6 | -20
CN(C[C@@H](CC1CCCCC1)N(C[C@H](Cc1ccccc1)N(CCc1ccccc1)N=O)N=O)N=O | -5 | 106 | 1 | -2 | 30 | 100 | 0.8 | 1.1 | 13
O=C(Nc1ncc([N+](=O)[O-])s1)c1cccs1 | -4&-11 | 100&99 | 3&-1 | 7&-4 | 15&-6 | 106&97 | 21*! | 12&14 | -4&-1
CCOc1cccc(-c2nnc(SCC(=O)Nc3ccc(OC)c(OC)c3)n2N)c1 | -6 | 96 | -4 | 13 | 19 | 100 | -0.1 | 7.3 | 2
COc1ccc(C[C@H]2CN3C(=NC[C@@H]3Cc3ccc(O)cc3)N2C[C@H](C)NC(=O)c2ccc(C)c(Br)c2)cc1 | . | 117 | 80* | 15 | -1 | 157* | -0.6 | -0.2 | .
Cc1ccccc1Nc1nc(N)nc(COC(=O)c2ccc(O)cc2)n1 | -1 | 78 | -1 | . | -7 | 101 | 15 | 14 | 12
Cc1cc(NS(=O)(=O)c2ccc(NC(=O)C(F)(F)F)cc2)nc(C)n1 | -8 | 101 | -2 | 16 | 56 | 97 | 0.6 | 0.1 | -3
O=C(c1ccco1)N1CCN(C(=O)c2ccc(COc3ccc(Cl)cc3Cl)o2)CC1 | 0 | 97 | -7 | . | . | 92 | 1.3 | 2.8 | -13
Cn1c(=O)c2c(SCC(=O)N3CCCC3)nc(-c3ccccc3)nc2n(C)c1=O | . | 97 | 4 | 9 | 24 | 103 | 0.2 | 0.9 | -10
C=CCN1C(=O)C2(OCCCO2)c2cc(Cl)ccc21 | -1 | 100 | 6 | -10 | . | 102 | -1.4 | -1.2 | -13
COC(=O)c1ccc(CSc2ncnc3c2sc2nc(N4CCOCC4)c4c(c23)CCCC4)o1 | -2 | 94 | -7 | . | . | 90 | -0.2 | -0.9 | -19
O=C(Nc1cccc(-c2cccc(F)c2)c1)C1CCN(CC2CCOC2)CC1 (configuration not stated) | -7 | 97 | 2 | 14 | 43 | 110 | 2.0 | 1.6 | 5
O=C(NC1CCS(=O)(=O)C1)C12CC3CC(CC(C3)C1)C2 (configuration not stated) | -10 | 119 | 9 | 28 | 11 | 113 | 1.7 | 1.5 | -12
CC(C)(C)C(=O)NC(C(N)=O)=C(Cl)Cl | -5 | 102 | 1 | 11 | 37 | 99 | 0.0 | -0.1 | -4
CC(C)c1c(C(=O)N/N=C/C2CC=CCC2)nnn1-c1nonc1N (configuration not stated) | -11 | 102 | -1 | -6 | 17 | 98 | 0.1 | 1.4 | 5
COc1ccc(NC(=O)C2CC(=O)OC23CCOC(C)(C)C3)cc1 (configuration not stated) | 0 | 102 | 6 | 19 | 17 | 110 | -1.0 | 0.3 | -2
O=C(CN1CCN(c2ccc(F)cc2)CC1)NCc1cccs1 | -8 | 94 | -7 | 7 | -8 | 91 | 0.4 | -0.6 | -4
Cc1ccccc1N(CC(=O)NC1CCCCC1)C(=O)CNC(=O)c1cccs1 | -9 | 101 | 2 | -4 | 39 | 98 | 0.9 | 1.8 | -4

Complete entries, looked up by structure. Order of screens: GalR3 antag | MEKK3 PB1 HTS | MEKK2mut PB1 HTS | NALP1 inh | PHOSPHO1 inh | MEKK2 WT-MEK5 | OXTR agonist | V1aR counter | GPR7 antagonist
Profile of COc1ccc(NC(=O)C2CC(=O)OC23CCOC(C)(C)C3)cc1 (configuration not stated) = 0 | 102 | 6 | 19 | 17 | 110 | -1.0 | 0.3 | -2
Profile of Cc1ccccc1N(CC(=O)NC1CCCCC1)C(=O)CNC(=O)c1cccs1 = -9 | 101 | 2 | -4 | 39 | 98 | 0.9 | 1.8 | -4
Profile of O=C(NC1CCS(=O)(=O)C1)C12CC3CC(CC(C3)C1)C2 (configuration not stated) = -10 | 119 | 9 | 28 | 11 | 113 | 1.7 | 1.5 | -12
Profile of COC(=O)c1ccc(CSc2ncnc3c2sc2nc(N4CCOCC4)c4c(c23)CCCC4)o1 = -2 | 94 | -7 | . | . | 90 | -0.2 | -0.9 | -19

Remaining list, next part:
SMILES | GalR3 antag | MEKK3 PB1 HTS | MEKK2mut PB1 HTS | NALP1 inh | PHOSPHO1 inh | MEKK2 WT-MEK5 | OXTR agonist | V1aR counter | GPR7 antagonist
O=C(Nc1ccccc1)Nc1nc(-c2ccc(F)c(F)c2)cs1 | . | 98 | -1 | 2 | . | 98 | 6.5 | 8.2 | -15
COc1ccc(NC(=O)CCNS(=O)(=O)c2cccc(C(C)=O)c2)cc1S(N)(=O)=O | -9 | 99 | -2 | 7 | 32 | 97 | 0.2 | -0.2 | -9
COc1ccccc1CNC(=O)CN(c1cccc([N+](=O)[O-])c1)S(C)(=O)=O | -7 | 1.0*[inhibitor] | -22 | -5 | 25 | -2.0*[inhibitor] | 1.7 | -0.2 | 14
CC1(C)CC(c2csc(N)n2)CCO1 (configuration not stated) | 0 | 90 | -5 | 28 | -5 | 102 | 1.4 | 0.9 | -10
O=C(COC(=O)CC1CC2CCC1C2)NC(=O)NCc1ccco1 (configuration not stated) | -5 | 113 | 6 | 23 | 21 | 112 | -1.5 | -1.3 | -8
C=CCc1cccc2cc(C(=O)NC3CCCCC3)c(=O)oc12 | . | 84 | -13 | -5 | 7 | 76 | -2.0 | -0.3 | 0
CCOC(=O)CNC(=O)CN1C(=O)CC(c2ccccc2)S(=O)(=O)c2ccccc21 (configuration not stated) | -5 | 106 | 7 | 6 | -8 | 114 | -0.3 | 0.2 | -6
C/C(N)=C(/C#N)C(=O)COC(=O)C(NS(=O)(=O)c1ccc(Cl)cc1)C(C)O (configuration not stated) | -3&-5 | 112 | 1 | -21 | -8 | 103 | -0.9 | 1.3 | 5
CC(=O)C1=C(C)Nc2ncnn2C1c1ccc(Cl)cc1Cl (configuration not stated) | -1 | 99 | 5 | 28 | 30 | 107 | 0.7 | 1.3 | -9
NS(=O)(=O)c1ccc(N=Cc2c(O)n(-c3nccs3)c(=O)c3ccccc23)cc1 | 2 | 105 | 1 | 4 | 2 | 99 | 0.9 | 0.2 | -13
COC(C(=O)Nc1ccccc1F)c1ccccc1 (configuration not stated) | -3 | 108 | 14 | 43 | 6 | 107 | -1.1 | -1.1 | -4
CC1CCN(C2(O)C(=O)Nc3ccc([N+](=O)[O-])cc32)CC1 (configuration not stated) | 0 | 106 | 5 | 2 | 32 | 102 | 0.5 | 0.2 | 10
O=C(CN(c1ccccc1)S(=O)(=O)c1ccccc1)N/N=C/c1ccc(OC2CSC2)cc1 | . | 107 | 3 | 23 | -6 | 119 | -0.4 | 0.5 | -8
O=C(NCc1ccccc1Cl)C1CCN(S(=O)(=O)N2CCCC2)CC1 | -8 | 105 | 2 | 23 | 12 | 102 | 0.4 | 0.6 | -6
O=C(COc1ccc(S(=O)(=O)N2CCCC2)cc1Cl)NCc1cccnc1 | 0 | 95 | 3 | -6 | 27 | 103 | -0.2 | 1.1 | -13
CCN(CC)CCNC(=S)Nc1ccc2nc3n(c(=O)c2c1)CCCCC3 | 1 | 90 | -15 | 0 | 8 | 82 | 0.1 | 0.4 | -3
CCOc1ccc(N(CC(=O)Nc2ccccc2OC)S(=O)(=O)c2ccccc2)cc1 | -6 | 109 | 7 | -4 | 24 | 108 | . | . | -11
C=CCn1c(SCC(=O)N2CCc3ccccc3C2)nnc1-c1ccncc1 | -12 | 98 | -2 | . | -1 | 97 | -0.3 | 0.5 | -1
Cc1cccc(CSc2ccc3nnc(-c4cccnc4)n3n2)c1 | 3 | 94 | -3 | 11 | -4 | 95 | 2.5 | 1.0 | -9
COc1ccc2c(c1OC)C(=O)OC2CC(=O)c1ccc2c(c1)OCO2 (configuration not stated) | -1 | 84 | -3 | 28 | 7 | 91 | 1.0 | 0.8 | -11
CCOC(=O)c1sc(NC(=O)c2ccc(S(=O)(=O)N(C)C)cc2)cc1C | -3 | 104 | 0 | 41* | 10 | 105 | 1.7 | 2.3 | -2
Cc1oc2ccccc2c1CNC(=O)N(C)C | -1 | 99 | -5 | . | 58 | 98 | -0.9 | -0.2 | 14
Cc1ccc(C(=O)O/N=C(\N)c2ccccc2)c(Cl)c1 | -4 | 110 | 12 | . | 42 | 110 | -0.3 | -0.1 | -7
Cc1cc2nc(/N=C(\N)NC(=O)N3c4ccccc4Sc4ccccc43)nc(C)c2cc1C | 4&-10 | 104 | -2 | 39 | 3 | 105 | -0.2 | 1.0 | 3
CC(NS(=O)(=O)c1ccc2c(c1)CC(C)N2C(=O)C1CC1)c1ccccc1 (configuration not stated) | 0 | 97 | -1 | 11 | 16 | 98 | 4.2 | 6.3 | 5
O=C(c1ccccc1)c1sc(N2CCOCC2)nc1-c1ccccc1 | -5 | 93 | -3 | -2 | 40 | 90 | -1.9 | -0.8 | -4
N/C(=N\OC(=O)Cc1ccccc1[N+](=O)[O-])c1cccc(Br)c1 | -5 | 97 | -6 | 9 | 15 | 96 | -0.3 | 0.5 | -5
CCCS(=O)(=O)N1CCCC(C(=O)NCCCN2CCN(c3ccc(F)cc3)CC2)C1 (configuration not stated) | 1 | 102 | 6 | 6 | 2 | 110 | 0.1 | 1.2 | -8
COc1cc(OC)cc(N(C(=O)CNC(=O)c2ccco2)C(C(=O)NCC2CCCO2)c2ccccc2)c1 (configuration not stated) | -7 | 101 | 4 | -12 | 40 | 98 | 4.0 | 8.6 | -1

Given as comma-separated lines: entries from further up
SMILES,GalR3 antag,MEKK3 PB1 HTS,MEKK2mut PB1 HTS,NALP1 inh,PHOSPHO1 inh,MEKK2 WT-MEK5,OXTR agonist,V1aR counter,GPR7 antagonist
CCCS(=O)(=O)N1CCCC(C(=O)NCCCN2CCN(c3ccc(F)cc3)CC2)C1 (configuration not stated),1,102,6,6,2,110,0.1,1.2,-8
Cc1oc2ccccc2c1CNC(=O)N(C)C,-1,99,-5,.,58,98,-0.9,-0.2,14
CCOC(=O)c1sc(NC(=O)c2ccc(S(=O)(=O)N(C)C)cc2)cc1C,-3,104,0,41*,10,105,1.7,2.3,-2
N/C(=N\OC(=O)Cc1ccccc1[N+](=O)[O-])c1cccc(Br)c1,-5,97,-6,9,15,96,-0.3,0.5,-5
